Myeloid diff MLP = myeloid differentiation induction | actives 1% (n = 360,000) | AID 624256 | calls only at 10 µM | ER-HoxA9 myeloid progenitors, lysozyme-GFP differentiation, flow cytometry;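 active = normalized GFP-positive differentiation at or above the plate's own cutoff, the solvent-only control mean plus 3 SD; inconclusive = no clear call, values can overlap the other calls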;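 note: cells exposed to compound for four days before flow analysis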
UTI89 phage lysis = inhibition of K1F phage lysis, E. coli UTI89, bacterial capsule biogenesis inhibitors, alamar blue (AID 488966); E. coli UTI89 K1F phage lysis, alamar blue, 2 h; higher % means a stronger effect; one-dose inhibition, % at 100 µM; IC50 in µM for titrated hits; actives 0.02% (n = 340,000);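 active = phage lysis inhibition, versus mean bacterial control, above a set limit; inconclusive = no clear call, values can overlap the other calls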;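 note: capsule biogenesis inhibitors block K1F phage lysis so surviving cells raise fluorescence; higher fluorescence means more inhibition of phage lysis; actives were called in the ten point dose series up to 300 µM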
ER stress rescue = protection against thapsigargin-triggered cell killing – 384-well, CSM14.1, ATP luminescence, primary screen (AID 1222). CSM14.1 thapsigargin-induced death rescue, ATP luminescence; higher % means a stronger effect. cellular ATP content (survival), % at 20 µM, or EC50 in µM where a hit was titrated. 190,000 tested, under 10 active;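 active = EC50 below 50 µM in the dose-response confirmation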;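 note: death triggered by thapsigargin at about 15 µM added after 2 h compound pretreatment; cell ATP read after overnight thapsigargin exposure of roughly 18 to 22 hours; normalized against plate controls of thapsigargin alone and 5% DMSO vehicle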
Hep lipid drop = hepatic lipid droplet formation modulation | inhibition, % at 6.5 µM | actives 0.4% (n = 240,000) | AID 1656 | AML12 mouse hepatocytes, oleate lipid droplets, BODIPY imaging;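 active = lipid droplet intensity inhibited by at least 50%, with more than 500 cells counted; inconclusive = wells with under 300 cells, treated as cytotoxic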
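material = mouse AML12 hepatocyte cell line, fixed after treatment | also added = 100 µM oleic acid challenge | doses = compound at 6.5 µM only | schedule = overnight exposure | technique = Image-based BODIPY and DAPI two-channel analysis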
PMI inhibition = MPI inhibition at elevated mannose 6-phosphate – biochemical, fluorescence intensity, high mannose 6-phosphate, primary screen (AID 1220); one-dose inhibition, % at 20 µM; IC50 in µM for titrated hits; actives 0.66% (n = 190,000); recombinant PMI enzyme, coupled fluorescence intensity; higher % means a stronger effect
WT yeast gro inh = growth inhibition of WT yeast, mitochondrial fusion screen; mitochondrial fusion phenotypic screen, WT strain; inhibition, % at 10 µM; actives 2.1% (n = 190,000); in the data active = inhibition above about 58%; tested in S. cerevisiae
PMI inhibitors = MPI enzyme activity inhibition – biochemical, fluorescence intensity, coupled assay, primary screen (AID 1209) | purified PMI enzyme, coupled fluorescence intensity; higher % means a stronger effect | inhibition, % at 20 µM, or IC50 in µM where a hit was titrated | actives 0.42% (n = 190,000);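 note: plate controls were DMSO vehicle for no effect and wells lacking substrate for full effect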
TNAP activators = human TNAP enzyme activators, primary screen, biochemical, luminescent, no phosphate acceptor, uHTS (AID 1001); purified TNAP, luminescent activation assay, no phosphate acceptor; higher activation fold means a stronger effect; activation fold at 20 µM; hits with a dose series show EC50 in µM; actives 0.03% (n = 200,000); in the data active = activation fold from about 3, or a potency from the dose series; inactive = the rest, 99 in 100 with activation fold below about 1.6; note: many of its hits are not listed in these tables
M1AAP inhibition = malaria alanyl aminopeptidase activity blockers – biochemical, fluorogenic H-Leu-NHMec substrate, 1536-well (AID 1445); one-dose inhibition, % at 30 µM; IC50 in µM for titrated hits; actives 0.42% (n = 220,000); recombinant M1AAP, H-Leu-NHMec fluorogenic kinetic assay; higher % means a stronger effect;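 active = primary inhibition above the hit cutoff, then over 50% inhibition at one or more dose response concentrations, cut at about 23% in these data, passing the limit was not always enough; inconclusive = conflicting primary data, or primary hits not chosen for dose response; inactive = low primary inhibition, or under 50% at every dose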;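 note: plate controls were DMSO full reaction for no effect and no enzyme background for full effect; strong numbers were not always called active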
WT yeast gro inh mutant strain = second read-out of WT yeast gro inh, no call of its own (marks repeat the call); inhibition, %; mitochondrial fusion phenotypic screen, mutant strain inhibition
Hep lipid drop cells 6.5 µM = recorded beside Hep lipid drop, whose call it bears; cell count; measured here: cell count, cytotoxicity flag;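 cells counted across two imaged fields per well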
Myeloid diff MLP GFP+ MAC1+ % = second read-out of Myeloid diff MLP, no call of its own (marks repeat the call); GFP+ MAC1+ double positive, %; measured here: differentiation confirmed by MAC1 staining
Numbers without * were called inactive; i = inactive; u = inconclusive; x = no result given; + = active, no number; [ ] = dose if it differs, or a comment. Cut-off read from the data, not from the text of the source, unless noted: active = inhibition above about 50%; inactive = the rest.

1	O=C(CNc1cccc2ccccc12)N/N=C/c1ccc([N+](=O)[O-])o1
2	CCCN1C2CCCC1CC(NC(=O)NC1CCCCC1)C2 (stereo unspecified)
3	NNC(=O)c1ccc(Cn2cccn2)o1
4	CCOC(=O)c1c(C)n(C)c2ccc(O)c(S(=O)(=O)c3ccccc3)c12
5	O=C(COc1ccccc1)Nc1ccc(-c2nnc(-c3ccco3)o2)cc1
6	CCOC(=O)COc1cccc2c(=O)n(CC(N)=O)ccc12
7	CC1=CC2=NC(=O)CC(C)(C(=O)N(CC(=O)NC(C)(C)C)Cc3cccs3)N2C=C1 (stereo unspecified)
8	CC(C)(CN1CCN(Cc2ccccc2)CC1)NS(=O)(=O)c1ccc(Cl)cc1
9	CCOc1ccc(CO/N=C/c2c(C)[nH]c(=O)[nH]c2=O)cc1
10	COc1ccc(CSCC(=O)NN=C2CCN(C)CC2)cc1
Screen / compound no.,1,2,3,4,5,6,7,8,9,10
Myeloid diff MLP,i,i,i,i,i,i,i,i,i,i
Myeloid diff MLP GFP+ MAC1+ %,0.2,0.5,0.6,1.2,0.8,0.5,1.8,0.9,0.6,0.1
UTI89 phage lysis,-0.6%,-0.9%,-0.1%,6.1%,0.1%,0.6%[50 µM],-0.4%,0.1%,0.2%,0.3%
ER stress rescue,-1.0%,-0.3%,x,-2.1%,2.8%,x,-0.2%,x,-2.7%,1.7%
Hep lipid drop,-23,x,-17,-1,x,13,x,9,-22,3
Hep lipid drop cells 6.5 µM,681,x,588,712,x,667,x,661,685,685
PMI inhibition,60%*,1%,x,-1%,4%,x,-6%,x,1%,7%
WT yeast gro inh,44,-8,x,11,-1,x,-3,x,6,-4
WT yeast gro inh mutant strain,7,0,x,10,-12,x,6,x,-4,5
PMI inhibitors,34%,0%,x,6%,-4%,x,0%,x,0%,8%
TNAP activators,1,1.2,x,1.1,1.1,x,1.1,x,1.1,1.1
M1AAP inhibition,4%,-4%,-1%,13%,-1%,1%,3%,-5%,0%,-1%

11	COc1ccccc1NC(=O)C1CCCN(S(=O)(=O)c2cccc3nsnc23)C1 (stereo unspecified)
12	CCOc1ccc(N=CC2=C(O)CC(C)(C)CC2=O)cc1
13	COc1ccc2[nH]cc(S(=O)(=O)c3ccc(C)cc3)c2c1
14	CC1CCN(C(=O)CSc2nc3ccccc3[nH]2)CC1
15	O=C(CSc1nc2ccccc2o1)Nc1cc(C(F)(F)F)ccc1N1CCOCC1
16	COCCNC(=O)CCCCCNS(=O)(=O)c1ccc(C)cc1
17	COc1ccc(C(=O)Nc2ccc3c(c2)OCO3)cc1OC
18	COc1ccc(S(=O)(=O)N(CCc2ccccc2)CC(=O)O)cc1
19	CC(N=C(NS(=O)(=O)c1ccc(Cl)cc1)c1ccccc1)C(=O)O (stereo unspecified)
20	CCOC(=O)N1CCN(CC(=O)Nc2cc(OC)c(OC)cc2C#N)CC1
Screen / compound no.,11,12,13,14,15,16,17,18,19,20
Myeloid diff MLP,i,i,i,i,i,i,i,i,i,i
Myeloid diff MLP GFP+ MAC1+ %,1.3,2.3,0.7,3.5,1.2,1.7,1.9,1.2,0.9,0.9
UTI89 phage lysis,6.8%,0.1%,0.3%,4.2%,0.3%,0.6%,2.1%,-0.2%,0.3%,0.1%
ER stress rescue,-1.4%,2.7%,0.5%,-2.2%,-0.2%,-0.3%,-1.7%,-0.6%,-3.3%,1.3%
Hep lipid drop,x,x,-11,-8,1,x,x,-8,2,2
Hep lipid drop cells 6.5 µM,x,x,663,695,782,x,x,766,745,641
PMI inhibition,1%,2%,9%,3%,6%,1%,2%,11%,-6%,-4%
WT yeast gro inh,-8,-1,-2,-11,56,-18,18,3,-11,-6
WT yeast gro inh mutant strain,0,0,6,-3,29,0,7,4,-25,-4
PMI inhibitors,6%,-1%,9%,5%,9%,1%,3%,18%,0%,-4%
TNAP activators,1.2,1.2,1,1.1,1,1.2,1.1,1,1.1,1.2
M1AAP inhibition,u,15%,3%,1%,9%,-3%,3%,5%,5%,-5%

Quoted from the listing, two compounds:
11	COc1ccccc1NC(=O)C1CCCN(S(=O)(=O)c2cccc3nsnc23)C1 (stereo unspecified)
12	CCOc1ccc(N=CC2=C(O)CC(C)(C)CC2=O)cc1
Screen / compound no.,11,12
Myeloid diff MLP,i,i
Myeloid diff MLP GFP+ MAC1+ %,1.3,2.3
UTI89 phage lysis,6.8%,0.1%
ER stress rescue,-1.4%,2.7%
Hep lipid drop,x,x
Hep lipid drop cells 6.5 µM,x,x
PMI inhibition,1%,2%
WT yeast gro inh,-8,-1
WT yeast gro inh mutant strain,0,0
PMI inhibitors,6%,-1%
TNAP activators,1.2,1.2
M1AAP inhibition,u,15%

(next part)
21	CC(C)(C)c1ccc(C(=O)N/N=C2\C3CN4CCN(C3)CC2(c2ccccc2)C4)cc1
22	Cc1oc(-c2cccc(Br)c2)[n+]([O-])c1C
23	O=S(=O)(CCCc1ccccc1)c1ncn[nH]1
24	CC1(C)Cc2ccccc2-c2nnc(SCc3ccc(C#N)cc3)n21
25	O=C(Nc1cccc(C(F)(F)F)c1)C1CCCN(c2ncccn2)C1 (stereo unspecified)
26	CC(C)(C)n1ncc2c(=O)n(CC(=O)Nc3ccc4c(c3)OCCO4)cnc21
27	CCC(C)NC(=O)c1cn(C)c(=O)c2cc(OC)c(OC)cc12 (stereo unspecified)
28	COCCN(Cc1cc2cc3c(cc2nc1Cl)OCO3)C(=O)c1cccc(C)c1
29	Cc1ccc2nsnc2c1N(S(C)(=O)=O)S(C)(=O)=O
30	N#CC1=C(N)Oc2c(ccc3ccccc23)C1c1cccs1 (stereo unspecified)
Screen / compound no.,21,22,23,24,25,26,27,28,29,30
Myeloid diff MLP,i,i,i,i,i,i,i,i,i,x
Myeloid diff MLP GFP+ MAC1+ %,0.9,0.0,0.7,0.4,4.3,0.6,0.7,0.4,0.8,x
UTI89 phage lysis,1.1%[50 µM],0.4%,0.6%,0.0%,-2.5%,-0.3%,1.8%,0.7%,0.5%,x
ER stress rescue,-2.1%,-1.7%,-0.2%,1.9%,-2.1%,-1.0%,-0.3%,x,0.5%,-0.4%
Hep lipid drop,1,-3,x,x,x,x,16,1,2,u
Hep lipid drop cells 6.5 µM,675,758,x,x,x,x,687,560,726,x
PMI inhibition,-4%,-19%,9%,1%,3%,1%,14%,x,16%,3%
WT yeast gro inh,98*,-6,3,5,21,-6,-6,x,10,19
WT yeast gro inh mutant strain,95*,1,-6,4,19,19,-10,x,17,8
PMI inhibitors,3%,-28%,10%,-2%,8%,3%,15%,x,20%,12%
TNAP activators,1.2,1.1,1.1,1.1,1.1,1,1.1,x,1.1,1
M1AAP inhibition,1%,7%,5%,-3%,-4%,3%,2%,13%,3%,2%

31	COc1ccc(Nc2nnc(SCC(=O)c3cc(C)n(CC4CCCO4)c3C)s2)cc1 (stereo unspecified)
32	COc1ccc(C(=O)N/N=C/c2ccc(SC)cc2)cc1
33	Cc1nc2ccccc2c2oc(C(=O)NCCCN3CCCC3=O)cc12
34	CCOC(=O)Cc1csc(NC(=O)c2c(-c3ccccc3)noc2C)n1
35	O=C(O)c1cc(NC(=O)C2CCCO2)cc(NC(=O)C2CCCO2)c1 (stereo unspecified)
36	N#Cc1cc2ccccc2nc1SCc1cccnc1
37	O=C(CNS(=O)(=O)c1ccc(Br)s1)N1CCCC1
38	Nn1c(Cc2ccc(Br)cc2)n[nH]c1=S
39	C=CCn1c(CCNC(=O)c2ccccc2F)nnc1SCc1nc2ccccc2c(=O)[nH]1
40	O=C(O)CC/C(=N/NC(=O)c1cn(-c2ccccc2)nc1-c1ccccc1)C(=O)O
Screen / compound no.,31,32,33,34,35,36,37,38,39,40
Myeloid diff MLP,i,i,i,i,+,i,i,i,i,i
Myeloid diff MLP GFP+ MAC1+ %,0.3,0.3,2.9,7.2,6.1*,3.4,0.9,0.1,1.0,0.1
UTI89 phage lysis,-0.1%,-1.2%,-0.8%,7.2%,-2.1%,9.2%,0.1%,0.3%,5.2%,0.0%
ER stress rescue,-0.5%,-4.6%,x,1.2%,-1.7%,-3.9%,x,-1.3%,0.3%,-4.4%
Hep lipid drop,18,-5,17,-1,12,x,-11,12,x,-15
Hep lipid drop cells 6.5 µM,787,663,736,784,696,x,680,683,x,655
PMI inhibition,-1%,-16%,4%,1%,-1%,-14%,8%,x,0%,4%
WT yeast gro inh,-1,0,6,2,-12,1,-7,-13,-12,-4
WT yeast gro inh mutant strain,-10,-13,4,1,3,1,-4,11,5,-15
PMI inhibitors,13%,-14%,4%,3%,0%,-4%,3%,x,-23%,12%
TNAP activators,1.2,1,1.1,1.1,1.1,1.1,1.1,0.9,1.1,1
M1AAP inhibition,1%,6%,2%,3%,-6%,-1%,-7%,17%,-1%,16%

41	O=S(=O)(NC1CC2CCC1C2)c1ccc2c(c1)OCCO2 (stereo unspecified)
42	CS(=O)(=O)N1CCN(C(=O)Cc2ccccc2)CC1
43	CCOC(=O)CC1=NN(c2ccccc2)C(=O)/C1=C\c1ccc(OC)cc1OC
44	O=C(N/N=C\c1cccc(Br)c1)c1ccccc1-n1cccc1
Screen / compound no.,41,42,43,44
Myeloid diff MLP,i,i,i,i
Myeloid diff MLP GFP+ MAC1+ %,0.5,0.7,0.3,0.5
UTI89 phage lysis,0.2%,0.3%,0.1%,-0.1%
ER stress rescue,-2.6%,0.0%,-0.6%,-1.6%
Hep lipid drop,x,x,-7,-6
Hep lipid drop cells 6.5 µM,x,x,667,783
PMI inhibition,3%,17%,24%,8%
WT yeast gro inh,1,18,11,38
WT yeast gro inh mutant strain,7,3,1,36
PMI inhibitors,2%,4%,39%,12%
TNAP activators,1,1,1,1.1
M1AAP inhibition,6%,2%,18%,1%

Look-ups from the entries so far:
Hep lipid drop, Cc1nc2ccccc2c2oc(C(=O)NCCCN3CCCC3=O)cc12 reads 17
TNAP activators, COCCNC(=O)CCCCCNS(=O)(=O)c1ccc(C)cc1 reads 1.2
M1AAP inhibition, CCOC(=O)CC1=NN(c2ccccc2)C(=O)/C1=C\c1ccc(OC)cc1OC reads 18%
Hep lipid drop cells 6.5 µM, CC(C)(C)c1ccc(C(=O)N/N=C2\C3CN4CCN(C3)CC2(c2ccccc2)C4)cc1 reads 675
ER stress rescue, CCOc1ccc(N=CC2=C(O)CC(C)(C)CC2=O)cc1 reads 2.7%
UTI89 phage lysis, Nn1c(Cc2ccc(Br)cc2)n[nH]c1=S reads 0.3%

Screening data (PubChem BioAssay)
